Compound activity: PubChem BioAssay, several laboratories
phage Ecoli inh: E. coli growth loss with phage present; AID 651602; growth absorbance; hit rate 0.26% among 360,000; inhibition, % at 11.9 µM; in the data active means inhibition above about 11%
MOR-DOR ag: OPRM1-OPRD1 heterodimerization agonism; P35372+P41143; cells, luminescence; activation, % at 9.3 µM; hit rate 0.3% among 340,000; AID 504326; in the data active means activation above about 18%;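 further: 0% = vehicle-treated cells and 100% = reference agonist; values of inactives mirror those of a sister screen read the other way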
Arr AP2 block: inhibitors of human beta-arrestin and AP2 interaction. inhibition, % at 10 µM. hit rate 0.31% among 340,000. FITC-arrestin peptide / GST-AP2 beads, flow cytometry; AP2 beta2 appendage carries R879A mutation;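 active means inhibition above a set limit, near 3 SD of compounds lacking own fluorescence, cut at about 54% in these data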;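 further: plate controls were DMSO wells for no effect and 5 µM unlabelled arrestin peptide for full effect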
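Material – AP2 appendage R879A on GSH beads · Buffer or medium – PBS with 0.05% Tween 20 and 0.1% BSA · Probe or stimulus – fluorescein-tagged arrestin peptide at 50 nM final · Incubation – compound with beads 12 min RT, then probe 1 h RT · Detection – high-throughput flow cytometry of beads, ex 488, em 535 nm · Evaluation – percent response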
Pemphigus Ab inh: human desmoglein-3 autoantibody binding inhibition | DSG3-coupled beads, scFv-anti-DSG3-GFP binding, flow cytometry; hits give low values | binding (percent of control), % at 10 µM | hit rate 0.48% among 310,000;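 active means binding more than 3 SD below its plate's average and above zero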;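 further: hits lower antibody fragment binding to DSG3; some compounds called inactive have numbers as strong as hits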
Target sequence (P32926 whole entry, looked up, the tested form may be a part): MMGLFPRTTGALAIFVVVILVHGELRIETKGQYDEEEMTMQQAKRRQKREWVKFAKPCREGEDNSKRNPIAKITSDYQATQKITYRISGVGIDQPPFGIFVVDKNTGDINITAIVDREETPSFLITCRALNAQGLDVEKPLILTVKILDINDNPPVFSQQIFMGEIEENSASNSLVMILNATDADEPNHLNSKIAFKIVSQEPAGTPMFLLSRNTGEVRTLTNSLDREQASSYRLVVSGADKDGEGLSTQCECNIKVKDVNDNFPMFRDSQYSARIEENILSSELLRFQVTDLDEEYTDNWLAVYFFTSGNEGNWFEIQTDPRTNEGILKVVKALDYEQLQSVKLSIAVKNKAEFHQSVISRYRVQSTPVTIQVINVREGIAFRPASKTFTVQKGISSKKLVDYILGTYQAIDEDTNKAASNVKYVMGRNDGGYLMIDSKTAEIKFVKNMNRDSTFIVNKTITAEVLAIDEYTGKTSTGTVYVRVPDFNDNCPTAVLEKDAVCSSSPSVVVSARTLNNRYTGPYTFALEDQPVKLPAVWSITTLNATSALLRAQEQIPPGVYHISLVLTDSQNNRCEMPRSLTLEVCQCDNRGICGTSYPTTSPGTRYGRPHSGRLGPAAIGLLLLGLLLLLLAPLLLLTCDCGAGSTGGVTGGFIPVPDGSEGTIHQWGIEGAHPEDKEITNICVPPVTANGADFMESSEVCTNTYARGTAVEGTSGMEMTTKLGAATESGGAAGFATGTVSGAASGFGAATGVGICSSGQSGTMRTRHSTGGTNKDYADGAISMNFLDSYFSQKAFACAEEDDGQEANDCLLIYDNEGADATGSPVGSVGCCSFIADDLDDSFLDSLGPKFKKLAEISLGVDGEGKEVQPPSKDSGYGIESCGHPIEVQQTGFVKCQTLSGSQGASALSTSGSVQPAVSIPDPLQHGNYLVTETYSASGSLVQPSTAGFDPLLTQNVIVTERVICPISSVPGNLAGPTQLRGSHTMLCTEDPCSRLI
Tat transport: E. coli Tat transport inhibition; E. coli MC4100 TorA-mCherry Tat export, fluorescence; inhibition, % at 10 µM; hit rate 0.036% among 340,000;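 active means mean replicate inhibition at least 50% and at least half of replicates individually reaching 50%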;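 further: exported cargo escapes ClpAP degradation while cytoplasmic cargo is degraded and loses fluorescence; 0% = median of neutral control wells and 100% = median of NaSCN control wells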
PfHsp90 yeast 2: inhibits growth of yeast expressing Plasmodium falciparum Hsp90. S. cerevisiae expressing PfHsp90, BacTiter-Glo ATP, 48 h; yeast lacking PDR1 and PDR3 efflux regulators. inhibition, % at 9.4 µM. hit rate 0.32% among 310,000. AID 504621;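 active means every replicate shows inhibition above about 80%, whatever the replicate mean, limit read from the data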;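 further: 0% = DMSO neutral controls and 100% = 20 µM radicicol positive controls; yeast relying on Plasmodium falciparum Hsp90 in place of its own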
Mot1-301 SUMO: SUMOylation pathway inhibition by Mot1-301 growth rescue | growth rescue, % at 18.8 µM | S. cerevisiae Mot1-301 growth rescue, ATP luminescence, 38.5C; percent above DMSO median, 100 means doubled | AID 2716 | hit rate 1% among 320,000;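 active means every valid replicate shows activation above 250% relative to neutral control wells; inactive means the rest, any valid replicate at or below 250%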;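 further: OY570 slx delta 5 strain wells were the positive control but not used for scaling; some compounds called inactive have numbers as strong as hits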
OPRM1-OPRD1 inv: inverse agonist of human OPRM1-OPRD1 heterodimerization | inhibition, % at 9.3 µM | P35372+P41143 | hit rate 0.21% among 340,000 | cell-based MOR-DOR heterodimer luminescence, inverse agonism; in the data active means inhibition above about 22%, passing the limit was not always enough;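 further: 0% = cells with DMSO and 100% = wells without cells with DMSO; values of inactives mirror those of a sister screen read the other way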
E coli growth: counter-screen for AddAB inhibitors: E. coli growth inhibition. E. coli V3065 growth, OD600 absorbance, 18 h. inhibition, % at 11.9 µM. hit rate 0.27% among 330,000. AID 449728;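 active means inhibition above the campaign's mean inhibition across all tested compounds plus 3 SD, cut at about 9.9% in these data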;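 further: uninfected addAB+ strain grown without phage in ampicillin broth; 0% = DMSO wells and 100% = ciprofloxacin 0.95 µg/ml wells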
PKA-R1A act: PKA-R1A complex activation | activation, % at 11.4 µM | hit rate 0.083% among 340,000 | PKA-R1A dissociation, Cy5-IP20 fluorescence polarization; scaled: DMSO 0%, 113 µM cGMP 100%;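 active means percent activation above the mean of all tested compounds plus 3 SD, cut at about 19% in these data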;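 further: higher means more PKAc released from R1A so a rise in polarization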
AddAB inh: less growth of phage-infected E. coli with AddAB | E. coli expressing H. pylori AddAB, absorbance growth | inhibition, % at 11.9 µM | hit rate 0.29% among 330,000 | AID 435030; in the data active means inhibition above about 12%;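 further: 0% = vehicle wells of infected cells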
Starred values were filed as active, the others as inactive; . = not tested or not shown. The order is random. About 2.8% of those tested had a hit in this group.

SMILES	phage Ecoli inh	MOR-DOR ag	Arr AP2 block	Pemphigus Ab inh	Tat transport	PfHsp90 yeast 2	Mot1-301 SUMO	OPRM1-OPRD1 inv	E coli growth	PKA-R1A act	AddAB inh
COc1ccc(S(=O)(=O)N2CCCC2CNC(=O)C(=O)NC2CC2)cc1 (stereo not drawn)	2.3	-0.3	15	102	-2	.	-5	2	-1.6	0	-1.7
CC(C)(C)NC(=O)Cn1c(Cl)nc2ccccc21	1.4	.	6	95	-3	26	5	.	1.2	-5	-0.6
CC(=O)Nc1cc2c(ccc3ccccc32)oc1=O	1.9	.	33	100	1	3	19	.	0.0	.	2.1
Cc1ccc2oc(=O)c3cnn(CC(=O)NCCN4CCOCC4)c3c2c1	1.2	-2.2	2	105	2	-35	25	12	-3.2	-4	-1.7
CC1CC(C)CN(S(=O)(=O)c2ccc3oc(=O)ccc3c2)C1 (stereo not drawn)	-3.1	-6.6	15	107	-1	8	9	22	1.9	0	0.9
CCN(C(=O)CSc1nnc(-c2cccc(Cl)c2)n1N)c1c(N)n(Cc2ccccc2)c(=O)[nH]c1=O	2.0	-2.5	-1	109	0	-4	.	10	.	-5	.
COc1ccc(-n2nnnc2SCC(=O)NNC(=O)c2ccc([N+](=O)[O-])cc2)cc1	-0.2	-2.3	5	.	0	14	13	12	-1.4	-2	2.0
CCN(CC(=O)Nc1ccccc1C(F)(F)F)C(=O)CCOc1ccc(C)cc1	-1.0	-3.1	-4	102	2	.	-1	16	1.3	-15	-0.8
COc1ccc(C2c3ccc(O)cc3Oc3ncn(CC(C)C)c(=N)c32)cc1 (stereo not drawn)	2.2	-0.9	1	94	-6	19	-4	4	-0.1	2	-3.6
CN(C)c1ccc(P(=O)(OCc2ccccc2)C(O)c2ccc(Cl)cc2)cc1 (stereo not drawn)	1.4	-1.1	11	97	2	3	49	6	-1.5	-10	0.9
COc1nc(N2CCCCCC2)nc(N2CCCCCC2)n1	2.3	2.3	25	91	5	.	-5	-12	0.8	-9	0.8
Nc1ccc2c(=O)[nH][nH]c(=O)c2c1	3.2	-2.4	-2	101	14	-8	.	11	.	5	.
CC(C)c1ccc(/C=N/NC(=O)CC(=O)NC2CCCCC2)cc1	3.0	0.4	-1	97	-4	0	-9	-2	-2.2	-10	-1.7
O=[N+]([O-])c1cccc(Oc2cnccn2)c1	1.5	0.9	7	.	-1	10	-5	-7	-1.3	-6	0.9
COC(=O)c1ccc(NC(=O)c2nc(S(=O)(=O)Cc3cccc(C)c3)ncc2Cl)cc1	-0.8	-1.2	1	124	6	109*	127	6	-0.9	-10	2.6
Cc1cccc(NC(=O)NC(C)C(c2ccccc2)N2CCN(C)CC2)c1 (stereo not drawn)	2.9	-2.4	22	.	1	14	1	11	-2.8	-6	0.4
CCn1c(N2CCN(C(=S)NC)CC2)nc2ccccc21	0.6	-1.3	3	97	3	6	8	7	0.2	0	2.5
Cc1nc(SCc2nc3c(C)cccc3[nH]2)c2oc3ccccc3c2n1	0.6	-1.9	20	101	-1	-10	19	11	-2.8	-6	3.4
Fc1ccc(NC(=S)N2CCCC2)cc1	3.1	-1.9	10	96	-5	11	16	11	1.2	2	-0.2
C=CCN(Cc1nc(-c2ccc(OC)cc2)no1)C(=O)c1ccc2c(c1)OCO2	0.9	-0.1	-3	103	2	28	-8	1	0.7	0	3.4
Cc1ccc(-n2c(=O)c3sccc3n(Cc3cc(=O)n4cc(Cl)ccc4n3)c2=O)cc1F	4.2	-0.3	13	97	10	16	1	2	-0.2	-9	2.6
NC(=O)c1cc([N+](=O)[O-])ccc1NCc1ccc(O)cc1	1.8	-0.4	-2	102	-11	4	-5	2	-0.3	-8	1.4
CCN1C(=O)[C@H]2[C@@H](c3ccc(-c4ccc(F)cc4)c(OC)c3)N3CCCC[C@@]3(C(=O)OC)[C@H]2C1=O	3.5	-2.3	-9	107	7	.	-16	13	0.5	-2	-0.1
Cc1ccc(S(=O)(=O)NNC(=O)C2CC=CCC2C(=O)O)cc1 (stereo not drawn)	4.7	-2.4	6	99	-2	-5	1	13	-1.4	4	5.1
COC(=O)C1=C(C)N(Cc2ccccc2)C(=O)N[C@H]1CCc1ccccc1	2.8	-1.4	5	99	-1	-9	-22	8	0.5	-2	0.1
O=C(NCC(=O)N(CCc1ccccc1)C(C(=O)NC1CCCCC1)c1ccncc1)c1ccco1 (stereo not drawn)	1.7	-0.6	0	.	-6	8	.	3	-2.5	3	-0.5
Cc1ccc(NS(=O)(=O)c2ccc(CCC(=O)NCCCOC(C)C)cc2)cc1	3.1	-0.9	9	102	1	3	1	6	-2.2	-2	1.5
C=CCn1c(C(C)NC(=O)c2ccccc2C)n[nH]c1=S (stereo not drawn)	5.1	-1.0	-8	108	7	-15	-8	5	0.6	-4	0.0
O=C1N(Cc2cccnc2)C[C@@H]2C[C@@H](c3ccc4nsnc4c3)N3CCC[C@@]123	6.2	0.5	5	104	8	-23	2	-3	-0.3	4	0.5
CCOC(=O)N1CCN(C(=O)Cc2ccccc2OC)CC1	1.3	-2.4	-15	100	14	-12	244	12	-0.1	-4	2.8
O=S(=O)(c1ccccc1)c1nc(Nc2ccccc2N2CCOCC2)sc1Cl	-0.8	-0.2	-2	103	3	5	57	1	-1.7	-10	-0.9
COc1ccc(C(NC(=O)N2CC(C)OC(C)C2)C(Cl)(Cl)Cl)cc1F (stereo not drawn)	2.8	-0.3	3	.	-9	10	31	2	0.5	1	1.7
CC1CC(=O)Nc2ccccc2N1S(=O)(=O)c1ccccc1 (stereo not drawn)	0.8	-2.4	0	100	-4	.	-14	14	-0.2	-1	2.8
Cc1ccccc1-n1nc2c(c1NC(=O)c1ccc(S(=O)(=O)N(C)C)cc1)CSC2	0.5	2.6	23	96	-4	.	-19	-16	-3.3	0	4.5
CC(=O)Nc1cccc(/C(C)=N/NC(=O)c2ccc(CN3CCOCC3)cc2)c1	3.0	-2.3	5	96	0	2	5	12	0.8	5	4.2
O=S(=O)(NC1CCCC1)c1ccc(S(=O)(=O)N2CCN(c3ccccc3)CC2)cc1	0.9	2.0	-3	.	-3	.	8	-10	1.2	8	5.3
COc1ccc(CN2CCC(=O)N([C@H](CO)c3ccccc3)CC2)cc1	1.4	-0.1	11	105	0	2	4	0	1.2	-10	4.4
Cc1c(C(=O)OCC(=O)Nc2ccc(C(=O)N(C)C)cc2)oc2ccccc12	3.2	-3.8	-1	102	-17	-29	-10	19	3.8	-7	0.9
COCCCNC(=O)C1CCCN(S(=O)(=O)c2cccc3nsnc23)C1 (stereo not drawn)	-0.7	-3.7	-9	95	-2	3	8	19	1.9	-8	4.4
Fc1ccccc1-c1csc(=Nc2cccnc2)n1CCCn1ccnc1	2.8	-0.4	9	.	-2	1	-15	2	-0.9	-1	5.2
O=C(CC1NC(=O)NC1=O)NC1(C(=O)NC2CCCCC2)CCCCC1 (stereo not drawn)	1.1	-1.3	-5	102	-1	-9	-12	8	0.6	-3	0.5
COc1ccccc1C(=O)COC(=O)CCNS(=O)(=O)c1ccc(C)c(C)c1	-1.5	-0.4	-1	99	5	6	-8	2	1.0	-6	-2.2
CC(N=Cc1ccccc1O)c1ccccc1 (stereo not drawn)	1.0	-1.2	25	97	-7	5	5	6	-0.8	-15	2.2
Cc1cccc(C(=O)Nc2ccc(C(=O)/C=C/c3cccs3)cc2)c1	1.2	3.1	13	98	5	-5	39	-19	1.5	2	0.9
Fc1ccccc1-c1nc(-c2ccncc2)no1	3.2	0.3	2	119	-15	-24	15	-1	-1.4	-12	2.9
C[C@@H]1CN([C@H](C)CO)C(=O)c2cc(NC(=O)Nc3ccc(C(F)(F)F)cc3)ccc2O[C@H]1CN(C)Cc1ccc(Cl)c(Cl)c1	-0.4	-0.7	-5	96	-1	17	.	3	-0.9	-8	1.2
Cc1cc2c(c(=O)n1CC1CCCO1)C(c1ccc3c(c1)OCO3)C(C#N)=C(N)O2 (stereo not drawn)	3.4	1.2	13	101	-5	11	-2	-7	1.9	0	2.2
Cc1noc(/C=C/c2ccco2)c1S(=O)(=O)N1CCC(C(=O)N(C)Cc2ccccc2)CC1	2.0	-0.6	1	97	8	9	-12	3	0.5	-9	2.4
CN(c1ccccc1C(=O)Nc1ccc(CC#N)cc1)S(=O)(=O)c1ccccc1	0.0	-3.3	-10	120	2	9	5	17	0.5	-7	-0.5
Clc1ccc(OCCCn2cncn2)cc1Cl	-3.5	-2.1	2	98	-7	13	55	12	-2.2	-6	-1.2
Cn1cccc1/C=C1\SC(=S)N(NC(=O)c2ccccc2Cl)C1=O	2.1	-2.1	-13	101	-4	0	71	15	0.8	-3	2.9
CC1CCN(S(=O)(=O)c2ccc(C(=O)NCc3ccc4c(c3)OCO4)cc2)CC1	6.2	2.8	19	97	-20	.	4	-14	-0.2	-4	3.7
Cc1ccc2[nH]c(=O)c(CN(CCCN3CCOCC3)Cc3nnnn3C3CCCC3)cc2c1	3.3	-0.8	-1	102	-6	-6	79	4	-1.5	-4	1.9
COC(=O)c1ccc(C)c(NC(=O)CCn2[nH]c(=O)ccc2=O)c1	5.3	-0.9	8	95	-1	-45	.	5	-3.7	-1	3.9
COc1ccc(CN2CCN(Cc3cccc(OC)c3)C(CCO)C2)cc1 (stereo not drawn)	3.7	1.4	-13	97	-10	-1	1	-8	-3.2	2	0.8
COCCCNC(=S)N1CCCC(c2nc3cc(C)c(C)cc3[nH]2)C1 (stereo not drawn)	1.9	-0.5	8	96	4	6	4	3	0.7	5	1.2
CC(=O)N1CCN(S(=O)(=O)c2cccc(C(=O)OCC(=O)N3CC(=O)Nc4ccccc43)c2)CC1	3.1	-3.3	-14	103	-16	-18	16	18	2.5	-6	-0.2
CC(C)c1ccc(CCNC(=O)c2ccc([N+](=O)[O-])cc2)cc1	3.7	12	-6	99	-5	12	17	-88	-0.9	6	4.4
CCn1c(=O)n(CC)c2cc(NC(=O)CSc3ccc([N+](=O)[O-])cn3)ccc21	2.1	1.8	5	.	-7	5	-3	-12	-1.7	3	0.3
O=C(Cn1nc(C(=O)O)c2ccccc2c1=O)NCC1CCCO1 (stereo not drawn)	3.0	-3.4	23	85	5	-7	-5	19	2.9	-10	-0.6

Sorted by length of the SMILES (ascending): 3 of the compounds above
SMILES	phage Ecoli inh	MOR-DOR ag	Arr AP2 block	Pemphigus Ab inh	Tat transport	PfHsp90 yeast 2	Mot1-301 SUMO	OPRM1-OPRD1 inv	E coli growth	PKA-R1A act	AddAB inh
Clc1ccc(OCCCn2cncn2)cc1Cl	-3.5	-2.1	2	98	-7	13	55	12	-2.2	-6	-1.2
CC(C)c1ccc(CCNC(=O)c2ccc([N+](=O)[O-])cc2)cc1	3.7	12	-6	99	-5	12	17	-88	-0.9	6	4.4
Cc1ccc2[nH]c(=O)c(CN(CCCN3CCOCC3)Cc3nnnn3C3CCCC3)cc2c1	3.3	-0.8	-1	102	-6	-6	79	4	-1.5	-4	1.9
